# ALDH1A1 block: inhibitors of human aldehyde dehydrogenase 1A1 | P00352 | actives 7.3% (n = 220,000) | Potency, µM (series often up to 75.3 µM), without a hit: at the top dose activity, negative = inhibition, hits mostly inhibitors | Purified ALDH1A1, NADH fluorescence, propionaldehyde substrate; active = well fitted inhibition curve with a large enough effect, not every such curve was filed as active; inconclusive = small, poorly fitted or top-dose-only effect, or another doubt; inactive = no such curve, though single readings can be large or run the other way;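 note: plate controls were no enzyme wells and a reference inhibitor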
# GLA spleen mod: inhibits or activates alpha-galactosidase in human spleen homogenate; human spleen homogenate, 4MU-alpha-Gal fluorescence, 40 min; Potency, µM (doses to about 80 µM), for inactives: at the highest dose activity change, negative = inhibition, most hits filed as inhibitors; actives 0.008% (n = 240,000);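 note: 0% = enzyme with vehicle and -100% = no enzyme basal signal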
# Target sequence (P06280 32-429 limits assumed): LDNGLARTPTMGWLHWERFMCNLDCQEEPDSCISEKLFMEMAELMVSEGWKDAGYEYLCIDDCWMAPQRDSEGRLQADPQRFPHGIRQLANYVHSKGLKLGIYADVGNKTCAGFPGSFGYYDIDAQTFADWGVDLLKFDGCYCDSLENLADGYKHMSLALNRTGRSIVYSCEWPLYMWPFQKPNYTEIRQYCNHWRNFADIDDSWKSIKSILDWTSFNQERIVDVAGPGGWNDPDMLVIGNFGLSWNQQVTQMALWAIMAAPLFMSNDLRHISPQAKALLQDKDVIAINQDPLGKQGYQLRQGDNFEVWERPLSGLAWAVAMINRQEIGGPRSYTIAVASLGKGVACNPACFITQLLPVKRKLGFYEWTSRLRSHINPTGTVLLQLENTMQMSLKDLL
#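 Spleen homogenate 1 ug + cpd (titration) + 4-MU-alpha-D-galactopyranoside 1 mM; 37C 40 min; 50 mM citrate/phosphate pH 5.0, 0.01% Tween-20; stop pH 10; fluorescence 365/440; AC50 via Hill.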
# JMJD2E inh: blocks human JMJD2E demethylase activity; B2RXH2; JMJD2E catalytic domain, FDH-coupled NADH fluorescence (FDH is formaldehyde dehydrogenase); Potency, µM (highest dose often 57.1 µM), for inactives: top-dose activity change, negative = inhibition, hits mostly inhibitors; actives 1.6% (n = 230,000); AID 2147; active = well fitted inhibition curve with a large enough effect, not every such curve was filed as active; inconclusive = small, poorly fitted or top-dose-only effect, or another doubt; inactive = no such curve, though single readings can be large or run the other way;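 note: 0% = wells with enzyme and -100% = buffer wells without enzyme; nearly all actives have a fitted effect of over 50% in size; many of its hits are not listed in these tables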
# Target sequence (B2RXH2 1-337 limits assumed): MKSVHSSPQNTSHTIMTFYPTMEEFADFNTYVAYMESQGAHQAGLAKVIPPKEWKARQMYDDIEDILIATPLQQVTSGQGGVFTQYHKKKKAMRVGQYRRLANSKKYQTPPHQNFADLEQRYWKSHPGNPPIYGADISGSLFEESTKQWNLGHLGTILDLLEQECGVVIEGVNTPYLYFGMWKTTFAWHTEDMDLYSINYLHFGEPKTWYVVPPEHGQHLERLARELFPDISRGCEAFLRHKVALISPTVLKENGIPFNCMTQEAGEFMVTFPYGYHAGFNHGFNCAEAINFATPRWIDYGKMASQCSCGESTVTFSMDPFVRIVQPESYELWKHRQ
# GAA glycogen: inhibitors or activators of human alpha-glucosidase glycogen cleavage. P10253. AID 2100. recombinant GAA, glycogen substrate, Amplex Red glucose oxidase fluorescence. actives 0.38% (n = 300,000). Potency, µM (series often up to 76.4 µM), for inactives: at the highest dose activity change, negative = inhibition, most hits filed as inhibitors;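 note: 0% = full enzyme reaction and -100% = no-enzyme basal signal; the screen sought inhibitors and activators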
#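 Natural-substrate format: glycogen cleavage by 4 nM human enzyme, glucose read by Amplex Red coupling (Ex 573, Em 610 nm). Normalized to enzyme and no-enzyme controls.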
# SMN2 splice up: enhancers of SMN2 splice variant expression; HEK293 SMN2-luciferase splicing reporter, luminescence, 30-36 h; Potency, µM (top dose mostly 46.1 µM), for the others: top-dose activity change, positive = activation, most hits filed as activators; actives 2.8% (n = 210,000); note: % of control where 0% means no effect; nearly all actives have a fitted effect of over 55% in size
#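 HEK293 cells carry an SMN2 […]–luciferase reporter in which exon 7 inclusion puts luciferase in frame. Cells were plated 10-12 h before compound addition, then incubated 30-36 h at 37C. ONE-Glo luminescence was read; sodium butyrate at 4.5 mM final served as control.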
# GAA inhib: alpha-glucosidase (human) inhibition; P10253; purified human GAA, 4-MU-alpha-glucoside fluorescence; Potency, µM (series often up to 76.9 µM), without a hit: at the top dose activity change, negative = inhibition, usual class: inhibitors; actives 0.005% (n = 200,000);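 note: plate controls were uninhibited enzyme wells for no effect and no-enzyme background for full effect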
#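 Compounds are titrated up to 77 uM against 4 nM human enzyme. Substrate 4-methylumbelliferyl-alpha-D-pyranoside (400 uM) reacts 20 min at room temperature in pH 5.0 buffer; liberated 4-methylumbelliferone is read at 440 nm.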
# RGS12 GoLoco inh: RGS12 GoLoco-Gai1 interaction inhibition; P63096; Gai1:RGS12 GoLoco peptide FP, rhodamine, 10 min; Potency, µM (titrated, usually from 61.6 µM), for inactives: at the top dose activity, negative = inhibition, most hits filed as inhibitors; actives 0.44% (n = 230,000); AID 880; active = well fitted inhibition curve with a large enough effect, not every such curve was filed as active; inactive = no such curve, though single readings can be large or run the other way; note: % is set by controls: 0 for no effect and ±100 for the full control effect; nearly all actives have a fitted effect of over 30% in size; many of its hits are not listed in these tables
# Target sequence (P63096 whole entry, looked up): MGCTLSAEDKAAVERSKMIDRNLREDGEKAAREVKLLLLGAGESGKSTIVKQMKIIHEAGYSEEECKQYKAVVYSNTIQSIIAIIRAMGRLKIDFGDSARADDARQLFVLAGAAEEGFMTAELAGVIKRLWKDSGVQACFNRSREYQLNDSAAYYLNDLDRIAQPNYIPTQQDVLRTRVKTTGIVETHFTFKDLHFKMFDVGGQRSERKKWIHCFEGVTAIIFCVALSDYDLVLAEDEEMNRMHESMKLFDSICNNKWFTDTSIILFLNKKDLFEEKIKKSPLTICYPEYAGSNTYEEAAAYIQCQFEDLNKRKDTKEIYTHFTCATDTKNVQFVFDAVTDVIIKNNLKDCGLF
# GAA spleen mod: inhibitors or activators of human alpha-glucosidase in spleen homogenate; human spleen homogenate, 4-MU-alpha-glucoside fluorescence; Potency, µM (series often up to 79.9 µM), for inactives: top-dose activity change, negative = inhibition, hits mostly inhibitors; actives 0.006% (n = 240,000);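 note: 0% = enzyme with vehicle and -100% = no enzyme basal signal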
#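 Enzyme source: human spleen homogenate, 1 ug/well. Buffer 50 mM citric acid/K phosphate pH 5.0, 0.01% Tween-20. 4-MU-alpha-glucoside 1 mM; 37 C x 40 min; NaOH/glycine stop; fluorescence.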
# An asterisk follows results filed as active; ? = inconclusive; / = not tested or not shown; [ ] = another dose, or the depositor's remark. Unless noted, calls come from the whole dose curve; as a rule, active = well fitted curve in the direction sought with a large enough effect; inconclusive = small, poorly fitted or top-dose-only effect, or another doubt; inactive = no such curve, though single readings can be large; an effect the other way counts as inactive or inconclusive. Potency is the fitted concentration of half-maximal effect.
no. | SMILES | ALDH1A1 block | GLA spleen mod | JMJD2E inh | GAA glycogen | SMN2 splice up | GAA inhib | RGS12 GoLoco inh | GAA spleen mod
1 | O=C(COC(=O)c1ccc(Cl)c(S(=O)(=O)N2CCCC2)c1)NC1CCCC1 | -4% | -11% | -2% | -4% | -3% | -4% | 0% | -2%
2 | Cc1sc2nc(SCC(=O)NCc3cccs3)[nH]c(=O)c2c1C | 6% | -10% | -3% | 8% | -8% | 4% | 12% | -4%
3 | CNC(=O)OCc1cccc(COC(=O)NC)n1 | 4% | -10% | -4% | -1% | -13% | -4% | 1% | 3%
4 | CCOC(=O)Nc1ccc(S(=O)(=O)Nc2cc(C)on2)cc1 | 3% | -7% | -1% | -5% | 5% | -3% | 2% | -6%
5 | Cc1ccc(-c2cc(C(=O)Nc3ccc(S(=O)(=O)N4CC(C)OC(C)C4)cc3)[nH]n2)c(O)c1 (stereo not given) | / | 3% | 1% | -11% | / | / | -1% | -3%
6 | CCOc1ccc(C)cc1-n1nc2ccccc2n1 | -3% | -15% | ? | 3% | -10% | -10% | -6% | 0%
7 | COc1ccccc1NC(=O)C1C2C=CC(O2)C1C(=O)O (stereo not given) | ? | 14% | ? | 9% | -2% | -7% | -15% | 8%
8 | CCN1CCC2(CC1)N=C(c1ccc(F)cc1)C(=S)N2C(=O)c1ccc(C(C)(C)C)cc1 | 28µM* | 1% | 0% | 15% | / | -10% | / | -8%
9 | Fc1ccc(C2=CC(c3ccc(Br)o3)n3ncnc3N2)cc1 (stereo not given) | ? | -9% | 2% | -1% | -2% | ? | 22% | -1%
10 | Cc1cccc(/N=C/c2c(O)[nH]c3ccccc23)n1 | -1% | 1% | -9% | -4% | ? | -11% | 2% | -2%
11 | CCOc1ccccc1NC(=O)Nc1cc(OC)ccc1OC | 8% | 0% | -13% | -4% | -12% | -5% | 4% | -4%
12 | Cn1nc(C(F)(F)F)c(-c2ccccc2)c1N | 5% | 11% | -3% | 1% | / | 8% | 7% | 0%
13 | COc1ccccc1CCC(=O)OCC(=O)Nc1ccc(S(N)(=O)=O)cc1 | ? | 0% | 0% | 9% | 6% | -12% | 23% | 11%
14 | Brc1ccc(-c2cn3c(n2)SCC3)cc1 | 3% | -17% | -4% | -9% | 10µM* | ? | 23% | 0%
15 | Cc1ccc(S(=O)(=O)NNC(=O)C2COc3ccccc3O2)cc1 (stereo not given) | -8% | 5% | -8% | 4% | 25% | 5% | -4% | -2%
16 | COCCn1c(C)cc(C(=O)COC(=O)c2ccc(Br)o2)c1C | -7% | -2% | 0% | -4% | 26% | -8% | 0% | 1%
17 | O=C(Cn1c(=O)oc2ccccc21)Nc1ccccc1N1CCOCC1 | 11% | 9% | 5% | 5% | 13% | 1% | 11% | 3%
18 | Cc1cccc(Oc2ncnc3onc(C)c23)c1 | -3% | -13% | 3% | 4% | -17% | 0% | 3% | 2%
19 | Cc1nc2c(C#N)cnn2c2c1CCN(Cc1ccccc1)N2C | 8% | -2% | ? | -23% | 3% | 5% | 4% | 6%
20 | COC(=O)CSc1nnc(-c2ccc(S(=O)(=O)N3CCCCC3)cc2)o1 | -2% | 1% | 8% | 4% | ? | -9% | 7% | 4%
21 | Cc1cccc(N(C(=O)Cc2cccs2)C(C(=O)NCc2ccco2)c2ccncc2)c1 (stereo not given) | 1% | -9% | -18% | 3% | / | 11% | 18% | -3%
22 | Cc1cccc(C)c1NC(=O)CCN1C(=O)C2C3CCC(C3)C2C1=O (stereo not given) | -2% | -2% | 3% | -1% | 7% | -7% | -4% | -2%
23 | COc1ccc(C2CC(c3ccccc3)=NN2c2ccccc2)c(C(=O)O)c1OC (stereo not given) | ? | 13% | ? | 6% | 3% | ? | 9% | 13%
24 | c1ccc(CSc2nnnn2-c2ccccc2)cc1 | ? | 1% | 2% | 8% | -6% | -2% | 12% | -1%
25 | COc1ccc(N2C(=O)CC(NC3CC3)C2=O)cc1 (stereo not given) | -12% | 8% | -8% | 3% | -1% | -11% | 5% | -6%
26 | COc1ccc(OC)c(/C=C/C(=O)NCCc2nc3ccccc3[nH]2)c1 | / | 13% | ? | 6% | / | / | 9% | 9%
27 | CCc1ccc2c(CN(CC)Cc3nc4ccccc4c(=O)[nH]3)cc(=O)oc2c1 | ? | 6% | -26% | 2% | -14% | 4% | 20% | 6%
28 | Cc1sc(NC(=O)CSc2nc(O)cc(=O)[nH]2)nc1-c1ccccc1 | 12% | 10% | 0% | -2% | / | 0% | 20% | -2%
29 | Cc1ccc(CN2CCN(CC(=O)N/N=C/c3c[nH]c4ccccc34)CC2)cc1 | 30%[activator] | -5% | 16% | 8% | 6% | -5% | 2% | -7%
30 | O=C(Nc1ccccc1N1CCCCC1)c1ccc2nccnc2c1 | ? | -3% | 0% | -3% | -18% | -10% | 17% | -2%
31 | CCC(C)[C@H](NC(=O)OC(C)(C)C)C(=O)N/N=C/c1cccc2nccnc12 (stereo not given in full) | 4% | 7% | ? | 4% | -3% | -4% | 7% | 0%
32 | CCOC(=O)c1cnn(-c2ccc(NS(=O)(=O)c3ccc(Cl)cc3)cc2)c1C(F)(F)F | / | 9% | -1% | -3% | / | / | 10% | 3%
33 | CCCc1cc(=O)[nH]c(SCC(=O)Nc2ncc(S(=O)(=O)c3ccc([N+](=O)[O-])cc3)s2)n1 | / | 9% | 0% | 2% | / | / | 10% | 2%
34 | S=C(NCc1ccco1)N1CCN(Cc2ccco2)CC1 | -7% | -11% | -4% | -1% | -2% | -4% | 7% | 0%
35 | Cc1ccc(-c2nn(-c3ccccc3)cc2/C=C/C(=O)Nc2cccc(S(N)(=O)=O)c2)cc1 | ? | -7% | ? | 1% | 3% | ? | 9% | 0%
36 | CC1(C)Cc2c(c(N3CCOCC3)nc3sc(-c4ccc(C(=O)O)o4)c(N)c23)CO1 | ? | 2% | ? | ? | 8% | 1% | 129%[activator] | 1%
37 | Cc1cc(NCCCN(C)C)n2nc(-c3cccs3)cc2n1 | 3% | 4% | 1% | -10% | / | 8% | 2% | -2%
38 | O=C1CCN(S(=O)(=O)c2ccccc2)CCN1CCOCc1ccc(Cl)cc1 | / | 0% | 22% | -1% | / | / | 2% | -4%
39 | CCc1nnc(NC(=O)CCN2C(=O)c3ccccc3C2=O)s1 | 4% | 2% | -2% | 5% | 9% | 0% | -22% | -2%
40 | Cc1ccc(CN(c2ccc(C(=O)N3CCc4ccccc4C3)cc2)S(C)(=O)=O)cc1 | 12% | 9% | 7% | -5% | -26% | -9% | -5% | 4%
41 | CCOC(=O)N1CCN(C(=O)c2ccc(C)c(S(=O)(=O)Nc3ccccc3)c2)CC1 | 0% | -7% | 5% | -1% | -21% | -1% | 4% | -2%
42 | CCCC(=O)NC(=S)Nc1sc2c(c1C(N)=O)CCC2 | 8.9µM* | 2% | -2% | 8% | ? | -6% | -9% | -3%
43 | CC(C)n1c(=N)c(C(=O)NCCc2ccccc2)cc2c(=O)n3ccccc3nc21 | ? | 13% | ? | 6% | -2% | ? | 5% | 3%
44 | Cc1ccc(NS(=O)(=O)c2ccc(CCC(=O)O)cc2)cc1 | ? | 7% | -1% | -16% | 3% | -11% | 8% | -6%
45 | CCC(C)N1CC23C=CC(O2)C(C(=O)OCc2ccccc2)C3C1=O (stereo not given) | 6% | 4% | 6% | -4% | -25% | 7% | 9% | -1%
46 | COCCSc1ccccc1C(=O)N1CCN(Cc2ccccc2)CC1 | -7% | 3% | -1% | 14% | / | / | -1% | 2%
47 | O=C(NCc1ccncc1)/C(=N/O)c1ccccc1 | 14% | -9% | 2% | -4% | -3% | 0% | 9% | 1%
48 | C=CCN=C1SC(C)C(=O)N1S(=O)(=O)c1ccccc1 (stereo not given) | ? | -10% | 6% | 4% | 17% | -1% | 6% | -7%
49 | COc1ccc(CNC(=O)C2CC(c3ccccc3C(F)(F)F)=NO2)cc1 (stereo not given) | / | 4% | 10% | 1% | / | / | 5% | -10%
50 | Cc1cc(C)n2cc(CSc3nnc(SCc4cn5c(C)cc(C)nc5n4)s3)nc2n1 | ? | -28% | ? | 1% | 12% | -3% | 9% | -8%

# Quoted from the listing.
# Under GAA glycogen, CCc1nnc(NC(=O)CCN2C(=O)c3ccccc3C2=O)s1 reads 5%
# Under GAA spleen mod, Cc1ccc(-c2nn(-c3ccccc3)cc2/C=C/C(=O)Nc2cccc(S(N)(=O)=O)c2)cc1 reads 0%
# Under GAA glycogen, CCc1ccc2c(CN(CC)Cc3nc4ccccc4c(=O)[nH]3)cc(=O)oc2c1 reads 2%
# Under GAA spleen mod, CCCC(=O)NC(=S)Nc1sc2c(c1C(N)=O)CCC2 reads -3%
# Under JMJD2E inh, COc1ccc(CNC(=O)C2CC(c3ccccc3C(F)(F)F)=NO2)cc1 (stereo not given) reads 10%
# Under JMJD2E inh, Cc1ccc(CN2CCN(CC(=O)N/N=C/c3c[nH]c4ccccc34)CC2)cc1 reads 16%

# Carrying on:
no. | SMILES | ALDH1A1 block | GLA spleen mod | JMJD2E inh | GAA glycogen | SMN2 splice up | GAA inhib | RGS12 GoLoco inh | GAA spleen mod
51 | C=CCC1c2cccc(C(=O)OC)c2C(=O)N1c1ccccc1 (stereo not given) | -10% | 7% | -15% | 6% | -18% | -11% | 2% | -9%
52 | NC(=NCCCCCCN=C(N)/N=C(\N)Nc1ccc(Cl)cc1)/N=C(\N)Nc1ccc(Cl)cc1 | -7% | -23% | -16% | 4%[76.3 µM] | -98%[inhibitor] | / | 6% | 3%
53 | COc1ccc(/C=N/Nc2ccccc2C(=O)O)cc1Cn1cc([N+](=O)[O-])cn1 | ? | 0% | ? | ? | / | -11%[15.4 µM] | 4% | 1%
54 | CC(=O)N/C(=C/c1ccccc1)C(=O)N1CCCCC1 | ? | -18% | 5% | -5% | / | 6% | / | -4%

# Structures listed above shown as hits in ALDH1A1 block.
item	Structure	ALDH1A1 block	GLA spleen mod	JMJD2E inh	SMN2 splice up	GAA inhib	RGS12 GoLoco inh	GAA spleen mod
8	CCN1CCC2(CC1)N=C(c1ccc(F)cc1)C(=S)N2C(=O)c1ccc(C(C)(C)C)cc1	28µM*	1%	0%	/	-10%	/	-8%
42	CCCC(=O)NC(=S)Nc1sc2c(c1C(N)=O)CCC2	8.9µM*	2%	-2%	?	-6%	-9%	-3%

# A portion of the library; the hit share may differ from the screen's.
